Screening data from PubChem.
HCV NS3 hel inh: blocks Hepatitis C virus NS3 helicase unwinding | NS3 helicase DNA unwinding, Cy5 molecular beacon fluorescence | 290,000 compounds, 0.56% hits | AID 1800 | inhibition, % at 10.9 µM;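 active = inhibition above the mean of all tested compounds plus 3 SD, set per campaign, cut at about 35% in these data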;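 also: 0% = DMSO wells and 100% = thioflavine S control wells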
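Compound dosing – single dose, 10.9 µM nominal final, DMSO 0.8% final · System – NS3 helicase fragment of HCV · Buffer or medium – MOPS pH 6.5, MgCl2, DTT, Tween20, BSA · Signal – Cy5 beacon fluorescence read at start and 1 h · Also added – annealed dual-labelled DNA beacon duplex, ATP-started · Schedule – 1 h at 25 °C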
V1aR counter: activates human V1a receptor in oxytocin agonist counter-screen; P37288; CHO-V1R cells, Fluo-8 calcium fluorescence, agonist mode; 0% DMSO, 100% 3 nM vasopressin; activation, % at 3 µM; 320,000 compounds, 0.25% hits;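 active = activation above the mean activation of all tested compounds plus 3 SD, per screening run, cut at about 20% in these data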;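 also: signal is peak over basal fluorescence ratio across a 100 second FLIPR read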
IMP-1 inhibitor: inhibitors of Pseudomonas aeruginosa IMP-1 metallo-beta-lactamase. inhibition, % at 5.6 µM. 290,000 compounds, 0.45% hits. AID 1556. purified IMP-1, nitrocefin hydrolysis, epi-absorbance fluorescence;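 active = inhibition above the mean plus 3 SD of all compounds in the same screening run, cut at about 4.5% in these data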;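 also: 0% = IMP-1 with DMSO and 100% = DMSO wells lacking enzyme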
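system = purified recombinant IMP-1 beta-lactamase | amount = 0.2 nM IMP-1, as dispensed | medium = HEPES buffer pH 7.1 with ZnSO4 and Brij 35 | times = 25 °C, 15 min preincubation, 25 min reaction | detection = plate fluorescence quenching by hydrolysis product, ex 480/em 530 nm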
VIM-2 inh: blocks Pseudomonas aeruginosa VIM-2 metallo-beta-lactamase. 290,000 compounds, 0.89% hits. inhibition, % at 5.6 µM. purified VIM-2, nitrocefin hydrolysis, epi-absorbance fluorescence;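 active = inhibition above the mean of all tested compounds plus 3 SD, cutoff set per screening run, cut at about 7.5% in these data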;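 also: red hydrolysis product quenches plate fluorescence so inhibitors raise well fluorescence; 0% = enzyme with DMSO and 100% = DMSO without enzyme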
GalR3 antag: antagonists of human GalR3; HEK293 GalR3-CNG cAMP membrane potential fluorescence; galR3 body fused to GalR1 C-terminus; inhibition, % at 3 µM; 360,000 compounds, 0.44% hits;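 active = inhibition above the screen-wide average plus 3 SD, cut at about 13% in these data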;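 also: forskolin and galanin both at EC90 stimulate the cells; cAMP rise reported by CNG channel membrane potential dye signal; 0% = forskolin plus galanin with DMSO and 100% = forskolin alone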
Target sequence (O60755 1-299 limits assumed): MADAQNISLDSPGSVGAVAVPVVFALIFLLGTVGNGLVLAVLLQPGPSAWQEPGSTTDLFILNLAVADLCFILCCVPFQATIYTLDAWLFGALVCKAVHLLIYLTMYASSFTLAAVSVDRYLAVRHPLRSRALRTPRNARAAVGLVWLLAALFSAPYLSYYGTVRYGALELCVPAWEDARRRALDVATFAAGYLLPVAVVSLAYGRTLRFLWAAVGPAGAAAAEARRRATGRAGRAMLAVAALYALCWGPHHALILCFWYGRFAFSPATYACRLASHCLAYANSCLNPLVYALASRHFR
OXTR ag: agonists of human oxytocin receptor. CHO-OTR cells, Fluo-8 calcium fluorescence; normalized: DMSO 0%, oxytocin 100%. activation, % at 3 µM. P30559. 320,000 compounds, 0.32% hits;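 active = activation above the mean of all tested compounds plus 3 SD, cutoff set per screening run, cut at about 20% in these data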;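 also: peak over basal fluorescence ratio from a 100 s FLIPR kinetic read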
Target sequence (P30559 whole entry, looked up): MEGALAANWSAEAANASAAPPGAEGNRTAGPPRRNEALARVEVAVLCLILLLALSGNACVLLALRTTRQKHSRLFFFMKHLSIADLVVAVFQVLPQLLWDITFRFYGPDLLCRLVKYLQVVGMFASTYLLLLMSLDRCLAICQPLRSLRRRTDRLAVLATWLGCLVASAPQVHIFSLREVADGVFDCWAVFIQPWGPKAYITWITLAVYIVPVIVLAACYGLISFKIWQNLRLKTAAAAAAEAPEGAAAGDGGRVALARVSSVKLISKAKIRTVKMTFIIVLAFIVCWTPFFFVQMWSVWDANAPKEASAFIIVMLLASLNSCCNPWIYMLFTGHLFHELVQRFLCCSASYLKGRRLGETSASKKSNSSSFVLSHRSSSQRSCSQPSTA
GPR7 antagonist: antagonists of human GPR7 (neuropeptides B/W receptor 1); P48145; 290,000 compounds, 1.1% hits; inhibition, % at 4.4 µM; GPR7-expressing cells, fluorescence antagonist assay; in the data active = inhibition above about 16%, passing the limit was not always enough;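 also: cells stimulated with the agonist NPW; 0% = agonist with vehicle and 100% = vehicle without agonist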
Target sequence (P48145 whole entry, looked up): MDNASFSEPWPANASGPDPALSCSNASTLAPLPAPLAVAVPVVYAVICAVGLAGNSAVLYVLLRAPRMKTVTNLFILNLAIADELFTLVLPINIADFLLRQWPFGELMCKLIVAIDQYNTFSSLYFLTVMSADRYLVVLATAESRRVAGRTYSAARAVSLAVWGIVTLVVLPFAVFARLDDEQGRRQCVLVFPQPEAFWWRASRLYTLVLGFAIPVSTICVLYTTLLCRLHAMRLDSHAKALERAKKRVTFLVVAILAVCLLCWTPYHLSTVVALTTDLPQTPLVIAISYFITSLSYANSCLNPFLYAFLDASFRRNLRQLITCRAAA
DNA FID counter: displaces DNA intercalator in HCV helicase counter-screen | DNA fluorescent intercalator displacement, fluorescence | inhibition, % at 7.9 µM | 290,000 compounds, 0.17% hits; in the data active = inhibition above about 37%;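 also: 0% = vehicle and 100% = reference compound; higher means more ethidium bromide displaced from hairpin DNA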
PHOSPHO1 block: blocks human PHOSPHO1 phosphatase activity; Q8TCT1; recombinant PHOSPHO1, absorbance phosphatase assay; inhibition, % at 13.3 µM; 290,000 compounds, 1.1% hits; AID 1565; in the data active = inhibition above about 60%
Active calls of the source: *; . = not tested or not shown.

SMILES	HCV NS3 hel inh	V1aR counter	IMP-1 inhibitor	VIM-2 inh	GalR3 antag	OXTR ag	GPR7 antagonist	DNA FID counter	PHOSPHO1 block
CCCCCCC(=O)NCC(=O)OCC(=O)c1ccccc1	3	-1.2	-3.1	-2.5	9	-2.2	3	-12	16
CC(=O)N1c2c(cc(Br)cc2S(=O)(=O)NCC2COc3ccccc3O2)CC1C (stereo unspecified)	-5	4.4	-1.9	0.0	-7	6.9	7	-22	29
CN1CCCC(OC(=O)c2cccc(S(=O)(=O)N3CCCCCC3)c2)C1 (stereo unspecified)	2	-0.3	-3.3	-2.7	-5	0.8	-11	9	36
COc1ccc(OCC(=O)Nc2c(C(=O)N3CCN(C)CC3)oc3ccccc23)cc1	-11	2.4	-1.2	-1.0	-7	5.0	-7	8	17
C=CCn1c(SCc2c(C)noc2C)nc2sc(C)c(C)c2c1=O	-8	-1.1	-4.3	1.1	-7	-1.9	1	-18	4
O=C(N/N=C/c1ccc([N+](=O)[O-])cc1)c1ccc2nc[nH]c2c1	6	0.8	-0.8	0.7	-4	0.1	-4	-1	14
Cc1nonc1N1CCN(Cc2cn[nH]c2-c2ccc(F)cc2F)CC1	-3	0.8	-0.9	-0.8	3	2.2	3	-8	52
COc1ccc(C2(C(=O)NCC3CCCO3)CCOCC2)cc1 (stereo unspecified)	6	0.8	-2.2	-0.8	2	0.1	-3	1	-34
Cc1ccccc1C1=NC(C(F)(F)F)(C(F)(F)F)c2c(n(C)c(=O)n(C)c2=O)N1	12	0.3	-1.2	-1.0	3	-1.1	-16	-9	24
COc1ccc(-c2csc(NC(=O)COc3ccc(N(C)S(=O)(=O)c4ccc(C)cc4)cc3)n2)cc1	-9	1.3	-2.9	-0.8	1	-0.7	-6	-5	-10
O=C(c1ccc2nc(-c3ccco3)c(-c3ccco3)nc2c1)N1CCN(c2ncccn2)CC1	53*	-1.6	0.7	-2.3	-5	-1.3	14	-29	-17
N/C(=N\N=C\c1ccc2c(c1)OCO2)c1nonc1N	9	0.6	-3.1	-6.8	-2	-0.3	3	0	-5
FC(F)(F)c1cc(C(F)(F)F)c2ccc(N3CCN(c4ccc(Cl)cc4)CC3)nc2n1	-1	-0.6	1.9	-1.1	-1	0.3	-7	-3	20
C(C#CCCCCCCCCC[n+]1ccccc1)#CCCCCCCCCC[n+]1ccccc1	-66	-0.2	3.5	-1.0	.	-1.0	12	43*	3
Cc1nc2ncnn2c(C)c1CCC(=O)NCCC1=CCCCC1	16	-0.2	-2.4	-1.9	-5	0.8	-1	-23	-4
CC(C)c1nc(-c2c(N)n(C)c(=O)n(C)c2=O)sc1C(=O)C(C)(C)C	1	-0.7	-3.9	-1.2	-8	-1.9	-6	-1	7
C=CCN(CC=C)C(=S)Nc1ccccc1	-1	0.5	-1.7	-0.6	-6	-1.1	-8	4	19
Cc1cc(-c2ccc(C)c(S(=O)(=O)NCC3CCN(Cc4ccc(F)cc4)CC3)c2)on1	-54	5.0	-1.3	-0.7	-2	9.2	11	20	32
Cc1c(NC(=O)/C(C#N)=C/c2ccc(-c3ccc(Cl)c(Cl)c3)o2)c(=O)n(-c2ccccc2)n1C	7	0.2	-5.7	-1.5	0	-0.7	-13	-14	-29
CC(NC(=O)CNC(=O)c1cccc(Cl)c1)c1ccccc1 (stereo unspecified)	-3	1.0	0.4	0.2	-11	-0.8	-4	-4	.
CCNC(=O)COn1c(SCC(=O)NCC)nc2ccccc2c1=O	2	0.5	-1.9	1.6	-3	15	3	7	-5
Cn1c2ccccc2c(=O)c2c(=O)n(Cc3ccco3)c(-c3ccc(F)cc3)nc21	35	-0.6	-3.2	1.9	4	-2.9	-7	-29	15
CC(NC(=O)CN1CCN(c2ccccc2F)CC1)c1ccccc1 (stereo unspecified)	1	.	-2.9	-2.7	-8	.	-14	-20	-31
CSCCC(N=C1NS(=O)(=O)c2ccccc21)C(=O)NCCc1ccccc1 (stereo unspecified)	4	1.8	-2.3	-1.5	-2	0.0	-13	-17	28
CC(C)=C1C2CCC1C1C(=O)N(c3nc(-c4ccc(C(C)C)cc4)c(C)s3)C(=O)C21 (stereo unspecified)	-2	1.0	-2.6	-2.2	-5	-0.3	-12	-17	2

An excerpt from above in order of their number in VIM-2 inh, ascending.
SMILES | HCV NS3 hel inh | IMP-1 inhibitor | VIM-2 inh | GalR3 antag | GPR7 antagonist | PHOSPHO1 block
Cc1c(NC(=O)/C(C#N)=C/c2ccc(-c3ccc(Cl)c(Cl)c3)o2)c(=O)n(-c2ccccc2)n1C | 7 | -5.7 | -1.5 | 0 | -13 | -29
C=CCN(CC=C)C(=S)Nc1ccccc1 | -1 | -1.7 | -0.6 | -6 | -8 | 19
CC(=O)N1c2c(cc(Br)cc2S(=O)(=O)NCC2COc3ccccc3O2)CC1C (stereo unspecified) | -5 | -1.9 | 0.0 | -7 | 7 | 29

Random excerpt: five entries already listed, in no set order.
SMILES	HCV NS3 hel inh	V1aR counter	IMP-1 inhibitor	VIM-2 inh	GalR3 antag	OXTR ag	GPR7 antagonist	DNA FID counter	PHOSPHO1 block
CC(NC(=O)CNC(=O)c1cccc(Cl)c1)c1ccccc1 (stereo unspecified)	-3	1.0	0.4	0.2	-11	-0.8	-4	-4	.
Cc1nonc1N1CCN(Cc2cn[nH]c2-c2ccc(F)cc2F)CC1	-3	0.8	-0.9	-0.8	3	2.2	3	-8	52
CN1CCCC(OC(=O)c2cccc(S(=O)(=O)N3CCCCCC3)c2)C1 (stereo unspecified)	2	-0.3	-3.3	-2.7	-5	0.8	-11	9	36
Cc1nc2ncnn2c(C)c1CCC(=O)NCCC1=CCCCC1	16	-0.2	-2.4	-1.9	-5	0.8	-1	-23	-4
CC(NC(=O)CN1CCN(c2ccccc2F)CC1)c1ccccc1 (stereo unspecified)	1	.	-2.9	-2.7	-8	.	-14	-20	-31

Later entries
SMILES	HCV NS3 hel inh	V1aR counter	IMP-1 inhibitor	VIM-2 inh	GalR3 antag	OXTR ag	GPR7 antagonist	DNA FID counter	PHOSPHO1 block
COCCCNC(=O)CN(c1cccc(Cl)c1)S(C)(=O)=O	8	0.7	-3.4	-0.8	0	-0.1	1	-1	10
O=c1c2c(-c3ccc([N+](=O)[O-])cc3)csc2nc2n1CCCCC2	1	0.5	-1.3	4.1	-3	-1.8	-8	-1	-15
CCOC(=O)C1(Cc2ccccc2Cl)CCN(C(=O)CCn2ccnc2C)CC1	-9	-0.5	-3.4	-1.3	-7	-0.6	1	15	15
Cn1c(CSCc2ccc(F)cc2)nnc1SCC(=O)N1CCN(c2ccccc2)CC1	0	7.4	-2.4	-3.0	-2	6.8	-5	-39	58
CCOC(=O)C1=C(c2ccccc2)NC(=S)NC1c1ccc(C)c([N+](=O)[O-])c1 (stereo unspecified)	-8	0.0	-2.9	-1.7	-1	-2.4	-6	-1	-4
CN1CCN(C2CCN(S(=O)(=O)c3ccc(C(C)(C)C)cc3)CC2)CC1	-8	.	-3.4	-3.1	-7	.	2	8	27
CSC1=NNC(c2ccc(C(C)(C)C)cc2)=NN1	2	-0.4	-3.2	-3.1	-3	-1.1	-14	-8	46
C=C(C)CN1C(=O)C(=O)N(CC(=C)C)C1=O	7	-0.1	-2.1	-2.4	-4	1.1	-10	-1	11
Cc1cc(=O)[nH]c(SCc2cccc3cccnc23)n1	-2	-0.3	-2.8	-2.0	-3	-0.8	-10	-10	17
Cc1ccc(-c2nc(CS(=O)CC(=O)NC(C)CCc3ccccc3)c(C)o2)cc1 (stereo unspecified)	3	-0.6	-0.5	-0.1	-10	-2.2	21	-44	28
NC(=O)NC(=O)COC(=O)CNS(=O)(=O)c1ccc(F)c(F)c1F	32	-0.6	-2.1	-1.9	-3	-0.1	2	-4	40
CC(=O)n1cc(N(C(=O)CCl)c2ccc(C)cc2)c2ccccc21	-3	1.2	-3.4	-1.1	-5	-0.1	2	-23	28
CC(NC(=O)OC(C)(C)C)C(=O)NC(CCC(=O)OCc1ccccc1)C(N)=O (stereo unspecified)	-1	0.2	-2.1	-1.5	-2	0.5	-15	-9	-1
COc1ccc(NC(=O)Cn2nc(C(=O)O)c3ccccc3c2=O)cc1Cl	-5	4.2	-1.6	-1.2	13*	4.9	-10	-12	2
O=C(NCC1COc2ccccc2O1)c1ccc(NC(=O)C2CCCO2)cc1 (stereo unspecified)	-3	1.9	-0.6	1.2	-1	1.2	-12	-17	35
O=C(COC(=O)C1CCCCC1)Nc1ccc(S(=O)(=O)N2CCOCC2)cc1	-10	6.8	-2.2	0.6	-3	1.1	-12	-22	7
Cn1cccc1/C=N/NC(=O)c1ccncc1	-6	-1.0	-2.5	-3.5	-4	-1.0	-8	-1	33
N#Cc1ccccc1OCCCN1CCC(Cc2ccccc2)CC1	-48	8.9	-2.6	-0.6	-12	9.5	12	17	.
O=C(CN1C(=O)C(=O)N(Cc2ccccc2)C1=O)Nc1cc(Cl)cc(Cl)c1	-3	0.3	-1.0	-1.4	-4	0.2	-17	10	.
CN1CCN(C(=O)/C(=C/c2ccc([N+](=O)[O-])cc2)NC(=O)c2ccccc2)CC1	-5	0.4	0.1	1.4	-1	1.2	-6	1	42
COc1cccc(-c2noc(C3CCCN(C(=O)Cc4ccccc4)C3)n2)c1 (stereo unspecified)	2	0.3	-4.7	-3.0	-4	-1.0	3	-20	-10
CCN(CC)S(=O)(=O)c1cccc(-c2nnc(SC(C)C(=O)NCCC3=CCCCC3)o2)c1 (stereo unspecified)	-8	0.4	-3.7	-2.7	-3	-1.1	8	-24	.
CN1C=CC(=C2C(=O)c3ccccc3C2=O)C=C1	2	.	-2.2	-0.7	.	.	-2	2	7
O=C1NCCN(Cc2ccc(-c3ccccc3)cc2)C1CC(=O)N1CCN(CCO)CC1 (stereo unspecified)	-8	0.9	-2.6	-1.6	0	-0.6	-7	6	32
CC1CCCN(c2ccc(C(=O)Nc3ccc4c(c3)OCO4)cc2[N+](=O)[O-])C1 (stereo unspecified)	-2	-1.4	-1.2	-0.6	-2	-3.2	-14	-10	-18
O=C(N/N=C/C1CC2CCC1C2)c1ccc2c(c1)OCO2 (stereo unspecified)	10	1.1	-4.5	-3.4	-1	0.4	-4	-2	4
CC(C)(C)c1nc(S(=O)(=O)c2ccc(Cl)cc2)c(N2CCOCC2)o1	1	0.0	-2.6	-0.7	-4	2.2	4	0	63*
COc1cccc(-c2nnc(SCc3nc4ccccc4[nH]3)n2N)c1	-1	-0.1	-0.8	-1.0	-9	-0.4	-14	-2	-89
COc1ccc2cc(CN(Cc3cccs3)Cc3nnnn3Cc3ccccc3)c(=O)[nH]c2c1	-9	0.2	-2.2	-3.3	-5	1.3	-5	-19	17
COc1ccccc1C(C)NC(=O)Cc1ccsc1 (stereo unspecified)	-7	-0.1	-0.3	0.3	-10	-0.6	0	-5	36

An unsorted share of the library; any-hit rate near 4.3%.
